# PhoP GFP inhibition = PhoP regulon inhibitors, Salmonella typhi PhoP promoter GFP reporter, confirmatory (AID 1850). Salmonella Typhi PhoP-promoter GFP reporter, fluorescence, 4 h; higher % means a stronger effect. inhibition, % at 50 µM; hits with a dose series show IC50 in µM. 310,000 tested, 0.33% active; in the data active means a potency from the dose series; inconclusive means inhibition mostly from about 25% at the one dose, without a potency; inactive means the rest, 99 in 100 with inhibition below about 19%;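 further: 0% = induced wells with vehicle and 100% = uninduced wells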
# inhibitors of VEEV = inhibitors of VEEV TC-83 cytopathic effect, confirmation, Vero cells (AID 588727); Vero cells, VEEV TC-83 cytopathic effect inhibition; higher % means a stronger effect; inhibition, % at 20 µM; hits with a dose series show IC50 in µM; 350,000 tested, 0.13% active; in the data active means a potency from the dose series; inconclusive means inhibition mostly from about 14% at the one dose, without a potency; inactive means the rest, 99 in 100 with inhibition below about 12%; further: strong numbers were not always called active
# M. tuberculosis HTS = M. tuberculosis growth inhibition, HTS (AID 449762). inhibition, % at 25 µM, or IC50 in µM where a hit was titrated. 330,000 tested, 0.59% active. M. tuberculosis H37Rv growth inhibition, 7H9 media; higher % means a stronger effect; in the data active means a potency from the dose series; inconclusive means inhibition above about 70% without an active follow-up result;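 further: bacterial growth assessed after seven days of incubation; strong numbers were not always called active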
# H1N1 NS1A inhibition = H1N1 influenza NS1A inhibitors, functional cell based assay (AID 504329); 340,000 tested, 0.3% active; NS1A functional cell-based assay, percent inhibition; higher % means a stronger effect; one-dose inhibition, % at 12.5 µM; IC50 in µM for titrated hits; in the data active means a potency from the dose series; inconclusive means inhibition above about 27% without an active follow-up result; further: strong numbers were not always called active
# tuberculosis growth = growth inhibition of non-replicating M. tuberculosis (AID 488890); Mycobacterium tuberculosis non-replicating, growth inhibition; higher % means a stronger effect; inhibition, % at 25 µM, or IC50 in µM where a hit was titrated; 320,000 tested, 0.39% active; in the data active means a potency from the dose series; inconclusive means inhibition mostly from about 82% at the one dose, without a potency; inactive means the rest, 99 in 100 with inhibition below about 76%;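 further: plate controls were DMSO cells for no effect and high antibiotic wells for full effect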
# inhibitors of VEEV 10K pilot screen = recorded beside inhibitors of VEEV, whose call it bears; inhibition, %; measured here: 10K pilot screen inhibition
# Numbers without * were called inactive; i = inactive; ? = inconclusive; . = not tested or not shown; & = joins results of further samples.
SMILES,PhoP GFP inhibition,inhibitors of VEEV,M. tuberculosis HTS,H1N1 NS1A inhibition,tuberculosis growth,others
Cc1ccc(S(=O)(=O)N(C)C)cc1NC(=S)Nc1ccc2cn[nH]c2c1,8%,1.8%,5%,-5%,52%,
CC(C)(C)CC(=O)NC(=S)NCCc1ccccc1,8%,i,-2%,-14%,?,
Cc1c(C=O)c2ccccn2c1C(=O)c1ccncc1,12%,i,-1%,-1%,14%,
COC(=O)c1c(C)[nH]c(C(=O)CN2C(=O)NC3(CCOc4ccccc43)C2=O)c1C (stereo not given),.,0.9%,-8%,-9%,21%,
COc1cccc(-n2c(/C=C/c3ccccn3)nc3ccccc3c2=O)c1,7%,5.4%,-4%,-9%,19%,
COc1ccc(OC)c(S(=O)(=O)Nc2ccc3c(c2)n(C)c(=O)n3C)c1,5%,1.9%,-7%,3%,-8%,
COc1ccc(C(C2C(=O)CC(C)(C)CC2=O)C2C(=O)CC(C)(C)CC2=O)cc1CO,6%,0.1%,14%,10%,?,
CC(C)CN(C(=O)COC(=O)c1cc(=O)[nH]c2ccccc12)c1c(N)n(Cc2ccccc2)c(=O)[nH]c1=O,.,5.1%,.,-14%,.,
Cc1cccc(N2CCN(C(=O)COc3ccc4c(c3)CCC4)CC2C)c1 (stereo not given),.,7.2%,6%,0%,24%,
CC(=O)Nc1c(OC(C)=O)ccc2c(C)cc(=O)oc12,-3%,0.7%,-4%,-3%,-9%,inhibitors of VEEV 10K pilot screen=0.6
Cc1cc(C(=O)CN2c3cccc4cccc(c34)S2(=O)=O)c(C)n1C,.,10%,-5%,-7%,13%,
COc1cc(C(=O)Nc2nnc(C(C)(C)C)s2)c([N+](=O)[O-])cc1OC,-10%,0.1%,1%,-5%,3%,
CN1C(=O)c2cccc3c(Br)ccc(c23)C1=O,-4%,0.9%,94%,.,-20%,
Cn1c(=O)c2c(nc(CN3CCN(C(=O)c4ccco4)CC3)n2Cc2cccc(Cl)c2)n(C)c1=O,-5%,i,-4%,4%,22%,inhibitors of VEEV 10K pilot screen=3.1
O=C(Nc1ccnn1C1CCN(C2CCOCC2)CC1)c1cccc(F)c1,1%,i,-3%,10%,1%,
CS(=O)(=O)N1CCC(C(=O)NCCC2=CCCCC2)CC1,0%,0.9%,-10%,4%,7%,
O=C(NCc1ccc(F)cc1)c1cc(S(=O)(=O)N2CCOCC2)ccc1F,0%,3.2%,3%,2%,-7%,
CC(C)CCNC(=O)CN(Cc1ccco1)C(=O)CCC(=O)Nc1nccs1,-7%,1.2%,-5%,-3%,-2%,
COc1cc(NC(=O)c2ccc(-c3cccc([N+](=O)[O-])c3)o2)ccc1NC(=O)C(C)C,-5%,47%,-8%,-4%,-9%,
CCOc1ccccc1-c1nc(-c2ccc(NC(=O)Cc3ccc(OC)cc3)cc2)no1,-2%,6.0%,10%,17%,2%,

# Structural class, those above containing an NH in an aromatic ring.
SMILES,PhoP GFP inhibition,inhibitors of VEEV,M. tuberculosis HTS,H1N1 NS1A inhibition,tuberculosis growth,others
Cc1ccc(S(=O)(=O)N(C)C)cc1NC(=S)Nc1ccc2cn[nH]c2c1,8%,1.8%,5%,-5%,52%,
COC(=O)c1c(C)[nH]c(C(=O)CN2C(=O)NC3(CCOc4ccccc43)C2=O)c1C (stereo not given),.,0.9%,-8%,-9%,21%,
CC(C)CN(C(=O)COC(=O)c1cc(=O)[nH]c2ccccc12)c1c(N)n(Cc2ccccc2)c(=O)[nH]c1=O,.,5.1%,.,-14%,.,

# The list goes on:
SMILES,PhoP GFP inhibition,inhibitors of VEEV,M. tuberculosis HTS,H1N1 NS1A inhibition,tuberculosis growth,others
CCOc1cc(CNCc2ccc(C(=O)O)cc2)ccc1OC,2%,0.2%,-13%,6%,-24%,
O=C(Nc1ccc(S(=O)(=O)N2CCCC2)cc1)c1ccc2c(=O)n3c(nc2c1)CCCCC3,-5%,1.7%,8%,-5%,-11%,
COc1ccc(SCCN2CC[C@@H](C)CCC2=O)cc1,.,0.8%,4%,-5%,16%,
COc1ccc(Cl)cc1NC(=O)NCc1ccco1,-6%,i,9%,-4%,60%,inhibitors of VEEV 10K pilot screen=0.0
Cc1cc(C(=O)N/N=C/c2cn[nH]c2-c2ccccc2)cs1,-3%,2.1%,5%,-1%,2%,
COC(=O)C[C@H]1c2cc(C(F)(F)F)ccc2S(=O)(=O)N1c1ccc(N(C)C)cc1,7%,3.4%,-2%,13%,6%,
O=C(c1ccc(-n2cccn2)cc1)N1CCc2ccccc2C1,0%,i,2%,-14%,-4%,
COC(=O)c1c(-c2ccccc2OC)sc2ccccc12,.,i,5%,0%,17%,inhibitors of VEEV 10K pilot screen=0.1
CCOC(=O)C1=C(O)C(=O)N(Cc2cccnc2)C1c1ccc(C)cc1 (stereo not given),1%,0.9%,3%,-1%,11%,inhibitors of VEEV 10K pilot screen=0.1
COc1ccc(CCC(=O)NC2=NCCS2)cc1OC,-7%,0.9%,3%,6%,-5%,
O=C(O)c1ccc(/C=N/Nc2nc3ccccc3[nH]2)cc1,14%,2.5%,13%,2%,2%,
Cc1ccccc1NC(=S)N1CCCC1,1%,1.6%,7%,-6%,5%,
COc1ccccc1OCCC(=O)OCC(=O)Nc1cc(S(=O)(=O)N(C)C)ccc1Cl,3%,0.6%,-6%,-23%,8%,
O=C(CN(C1CCCCC1)S(=O)(=O)c1ccccc1)NCc1ccco1,18%,i,4%,2%,10%,
COc1ccc(CN(C)CC(=O)N2CCc3ccccc3C2)cc1,8%,0.2%,-11%,-11%,6%,
O=C(NC1=NCCS1)c1nc(-c2ccccc2)n(-c2ccccc2)n1,-9%,1.1%,0%,-4%,19%,
CCN(CC)C(=O)Cn1c(=O)n(-c2ccccc2)c(=O)n1CC(=O)N(CC)CC,-4%,0.6%,-1%,-11%,-15%,
O=C1C(=O)N(Cc2ccco2)C(c2cccs2)/C1=C(\O)c1cccc([N+](=O)[O-])c1 (stereo not given),2%,2.5%,-1%,-15%,34%,
Cc1noc(C)c1-c1nc(CS(=O)(=O)c2ccccc2)no1,-1%,i,-3%,0%,-9%,
C=C(C)CSc1ncc(-c2cccc(C(F)(F)F)c2)cn1,2%,4.7%,4%,-4%,10%,
O/N=C/CCn1c(=S)sc2ccccc21,-8%,4.0%,-1%,2%,-4%,
CC(NCC(=O)Nc1ccccc1C(=O)NC1CC1)c1ccc(S(C)(=O)=O)cc1 (stereo not given),.,0.4%,-6%,5%,20%,
Cc1ccc(C)c(NC(=S)N/N=C2\CCc3ccccc32)c1,6%,2.0%,-4%,-20%,32%,
Cc1c(N=C2Nc3cccc4cccc2c34)c(=O)n(-c2ccccc2)n1C,-32%,1.4%&1.0%,-3%,-19%&-7%,1%,
O=C(COC(=O)c1ccc(Br)cc1)NCCc1ccccc1,-4%,3.0%,10%,-7%,76%,
O=C(N/N=C/c1cnc(N2CCOCC2)s1)c1ccccc1,-7%,2.2%,7%,5%,2%,
Cc1nnc(NC(=O)CSc2nnc(C(C)NC(=O)c3ccccc3F)n2C)s1 (stereo not given),4%,i,5%,4%,-19%,
CCOC(=O)CC(=O)Nc1nnc(CC(C)C)s1,3%,1.9%,-2%,14%,37%,
CCN(CC)CCn1c(SCC(=O)Nc2ccc(F)cc2)nc2c(sc3ccccc32)c1=O,7%,.,5%,.,43%,
COC(=O)CS(=O)(=O)c1ccsc1C(=O)Nc1ccc(F)cc1,8%,0.2%,-3%,2%,-1%,inhibitors of VEEV 10K pilot screen=0.3
CCc1ccc(S(=O)(=O)NC2CCCCNC2=O)cc1 (stereo not given),5%,i,-6%,24%,-13%,
O=C1CCCN1CCCNS(=O)(=O)c1cccs1,.,i,2%,-7%,6%,
CNC(=S)Nc1ccc(N2CCCC2)c(S(=O)(=O)Nc2ccc(OC)cc2)c1,.,0.3%,-6%,5%,30%,
CCOC(=O)CN(C)Cc1c[nH]c2ccccc12,-5%,.,-4%,.,10%,
COc1ccccc1C(=O)NC(=O)COC(=O)c1ccc(NC(=O)CC#N)cc1,-9%,6.2%,2%,2%,-3%,
COc1cc(OC)c(C2CC(=O)N3CN(C)CSC3=C2C#N)cc1OC (stereo not given),-4%,1.0%,-4%,4%,42%,
O=C(NC1CCCc2ccccc21)C1CCN(c2c3c(nc4ncnn24)CCC3)CC1 (stereo not given),4%,2.7%,6%,7%,6%,
O=C(Nc1ccc(S(=O)(=O)N2CCCCCC2)cc1)c1ccco1,-5%,1.6%,-5%,-2%,28%,
O=C(COC(=O)CCOc1ccccc1)Nc1ncc(Cl)cc1Cl,-9%,0.3%,-6%,-7%,62%,
COc1ccc(CNC(=O)C2CCCN(c3nc4ccccc4o3)C2)c(OC)c1 (stereo not given),-2%,1.8%,0%,20%,20%,
Nc1nnn(CC(=O)N/N=C/c2ccc(Cl)cc2Cl)n1,-14%,i,-7%,10%,-2%,
Cc1ccc(NC(=O)CN2C(=O)NC(Cc3c[nH]c4ccccc34)C2=O)cc1 (stereo not given),.,i,-12%,12%,-7%,
Cc1cc(C)c(C)c(S(=O)(=O)NC(C(=O)NCCc2ccco2)C(C)C)c1C (stereo not given),.,i,-7%,-5%,5%,
N#C/C(=C\c1ccc(OCC(N)=O)cc1)c1ccccc1,-8%,5.7%,?,0%,?,
Cc1ccc2c(COC(=O)CNS(=O)(=O)c3ccccc3)cc(=O)oc2c1,.,1.0%,-2%,-3%,2%,
COc1cccc(C(=O)N2CCN(Cc3cccc(F)c3)CC2)c1,6%,i,-1%,0%,11%,
S=c1[nH]nc(-c2ccccn2)n1/N=C/c1c(Cl)cccc1Cl,-6%,1.0%,3%,-7%,-19%,
COc1cc(OC)c2ccc(=O)oc2c1C(CC(=O)N1CCCC(C)C1)c1ccc2c(c1)OCO2 (stereo not given),-9%,0.8%,-1%,8%,21%,
Cc1ccc(NC(=O)C2CCCN2C(=O)NC2CCCCC2)cc1 (stereo not given),0%,1.1%,-1%,-4%,-4%,
O=C(N/N=C\c1ccc(-c2ccc(Cl)c(Cl)c2)o1)C(=O)N1CCCC1,-29%,i,?,7%,18%,

# Next section.
SMILES,PhoP GFP inhibition,inhibitors of VEEV,M. tuberculosis HTS,H1N1 NS1A inhibition,tuberculosis growth,others
O=[N+]([O-])c1cccc(S(=O)(=O)N2CCCC2)c1,9%,i,5%,0%,-15%,
Cc1c(NC2=C(Cl)C(=O)N(c3ccccc3Cl)C2=O)c(=O)n(-c2ccccc2)n1C,-3%,0.7%,2%,-1%,8%,
C[C@H](CO)N1C[C@H](C)[C@@H](CN(C)S(=O)(=O)c2ccc(F)cc2)Oc2ccc(NC(=O)Nc3ccc(C(F)(F)F)cc3)cc2C1=O,.,0.7%,?,4%,48%,inhibitors of VEEV 10K pilot screen=0.3
C#CCNC(=O)C1=C[C@@H](c2csc3ccccc23)[C@H](CCCO)[C@@H](OCC)O1,-14%,1.0%,-1%,4%,11%,
Cc1ccc(CN2CCNC(=O)C2CC(=O)N(Cc2c(C)nn(C)c2C)C2CC2)o1 (stereo not given),4%,1.4%,-8%,-2%,-8%,
NS(=O)(=O)c1ccc(CCNC(=O)COC(=O)/C=C/c2ccccc2Cl)cc1,2%,1.8%,2%,-7%,6%,
Cc1onc(-c2ccccc2Cl)c1NC(=O)NCc1cccs1,-5%,i,-14%,-9%,-1%,
CC1CCCC(C)N1CCCNC(=O)c1csc2c1CCCCC2 (stereo not given),-41%,i,5%,-1%,29%,
CCCC1(c2ccccc2)NC(=O)N(CC(=O)Nc2ccc3c(c2)OCCO3)C1=O (stereo not given),.,9.0%,2%,4%,10%,
COC(=O)c1cccc(S(=O)(=O)N2CCC(NC(=O)Nc3cccc(F)c3)CC2)c1,1%,0.2%,-24%,9%,1%,
CCC1(C)Cc2[nH]c(=O)c(C#N)cc2CO1 (stereo not given),9%,i,3%,-1%,-20%,
CCOC(=O)Cc1csc(NC(=O)Cc2cccs2)n1,4%,3.9%,-11%,3%,6%,
Cc1noc(NS(=O)(=O)c2ccc(N/C=C\C(=O)c3ccc4c(c3)OCO4)cc2)c1C,10%,1.7%,32%,27%,68%,
Cc1occc1-c1nnc(SC(C)C(=O)Nc2ccccc2F)o1 (stereo not given),.,1.6%,.,-3%,.,
CC(OC(=O)CC1CC2CCC1C2)C(=O)Nc1ccc(C(N)=O)cc1 (stereo not given),.,1.9%,-1%,-2%,2%,

# Compound activity (PubChem BioAssay)
